# RGS8-Gao reg = human RGS8-Galphao interaction regulation | P09471 | multiplexed bead flow cytometry, RGS8-Galphao binding; actives lie on both sides | response (percent of control binding), % at 10 µM | hit rate 0.34% among 220,000 | AID 1423; in the data active = response below about 60% or above about 140%; inactive = in between;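 also: Galphao activated as the GDP aluminium fluoride complex binding bead-coupled RGS8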
# Target sequence (P09471 whole entry, looked up): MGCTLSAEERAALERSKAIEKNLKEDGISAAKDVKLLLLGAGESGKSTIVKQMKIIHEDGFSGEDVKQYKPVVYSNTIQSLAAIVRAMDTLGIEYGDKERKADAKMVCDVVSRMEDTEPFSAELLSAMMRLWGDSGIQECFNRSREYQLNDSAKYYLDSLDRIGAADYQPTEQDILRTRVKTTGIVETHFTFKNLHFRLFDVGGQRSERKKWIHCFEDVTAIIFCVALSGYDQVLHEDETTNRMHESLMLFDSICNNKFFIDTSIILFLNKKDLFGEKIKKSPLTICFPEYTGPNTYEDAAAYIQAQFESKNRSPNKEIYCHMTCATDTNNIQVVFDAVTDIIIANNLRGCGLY
# RGS7-Gao reg = regulators of human RGS7-Galphao interaction | hit rate 0.35% among 220,000 | binding response (% of control), % at 10 µM | Multiplexed bead flow cytometry, RGS7-Galphao binding; actives lie on both sides | P09471; in the data active = binding response below about 49% or above about 150%; inconclusive = no clear call, values can overlap the other calls; inactive = in between;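 also: fluorescent Galphao held in activated GDP-AlF4 state binding bead-coupled RGS7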
# Mcl1-Bid inh = disrupts binding of human Mcl-1 to Bid peptide | TR-FRET Mcl-1/Bid-Dy647 peptide binding, 1536-well | inhibition, % at 21.7 µM | AID 1021 | Q07820 | hit rate 0.97% among 220,000;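 active = compounds that cut the binding signal by more than half at the single screening dose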;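 also: His-tagged Mcl-1 with europium anti-His antibody binding Bid BH3 peptide; 0% = Mcl-1 plus peptide wells and 100% = peptide-only wells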
# Bim-Bcl-B = inhibitors of Bim-Bcl-B interaction, human | Q9HD36 | bead-based flow cytometry, Bim peptide-Bcl-B binding | inhibition, % at 10 µM | hit rate 0.073% among 190,000 | AID 951;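 also: 0% = tracer peptide without compound and 100% = reference inhibitor peptide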
# Target sequence (Q9HD36 whole entry, looked up): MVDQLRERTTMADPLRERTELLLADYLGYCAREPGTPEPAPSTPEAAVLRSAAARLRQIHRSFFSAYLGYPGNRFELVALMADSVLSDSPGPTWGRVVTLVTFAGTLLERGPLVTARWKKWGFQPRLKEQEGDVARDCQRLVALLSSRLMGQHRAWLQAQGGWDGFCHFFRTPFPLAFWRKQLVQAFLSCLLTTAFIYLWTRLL
# Mcl1 Noxa PPI = disrupts binding of human Mcl-1 to Noxa peptide. inhibition, % at 21.7 µM. hit rate 1.5% among 220,000. TR-FRET Mcl-1/Noxa peptide binding, 2 h;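 active = compounds that cut the protein-peptide binding signal by more than 50% relative to plate controls in a single-dose test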;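 also: His-tagged Mcl-1 with rhodamine Noxa BH3 peptide and terbium anti-His antibody; 0% = Mcl-1 plus Noxa peptide wells and 100% = peptide-only wells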
# Bim-Bcl-XL = inhibitors of Bim-Bcl-XL interaction, human. hit rate 0.04% among 190,000. Bim peptide-Bcl-XL binding, bead flow cytometry, fluorescence. AID 1007. inhibition, % at 10 µM. Q07817
# Target sequence (Q07817 whole entry, looked up): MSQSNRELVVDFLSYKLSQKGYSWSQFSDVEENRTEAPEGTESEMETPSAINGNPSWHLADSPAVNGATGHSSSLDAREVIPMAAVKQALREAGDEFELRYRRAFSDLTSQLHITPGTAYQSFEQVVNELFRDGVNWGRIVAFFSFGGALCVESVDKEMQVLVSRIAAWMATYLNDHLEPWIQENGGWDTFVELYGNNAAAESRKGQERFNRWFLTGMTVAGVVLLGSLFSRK
# RGS4-Gao reg = human RGS4-Galphao interaction regulation; Multiplexed bead flow cytometry, RGS4-Galphao binding; actives lie on both sides; binding response (% of control), % at 10 µM; hit rate 0.33% among 220,000; AID 1415; in the data active = binding response below about 49% or above about 150%; inactive = in between;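 also: fluorescent Galphao activated with aluminum fluoride binding bead-coupled RGS4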
# Bim-Bfl-1 = inhibitors of Bim-Bfl-1 interaction, human; inhibition, % at 10 µM; Bead-based flow cytometry, Bim-Bfl-1 binding inhibition; hit rate 0.12% among 190,000; Q16548; AID 1008;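 also: 0% = wells without compound plus tracer and 100% = blocker peptide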
# Bim-Mcl-1 = inhibitors of Bim-Mcl-1 interaction, human; Q07820; Bead-based flow cytometry, Bim peptide-Mcl-1 binding; inhibition, % at 10 µM; hit rate 0.1% among 190,000;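 also: 0% = no compound tracer wells and 100% = peptide blocker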
# Bim-Bcl-W = human Bim-Bcl-W interaction inhibition; hit rate 0.02% among 190,000; Q92843; bead-based flow cytometry, Bim peptide-Bcl-W binding; AID 952; inhibition, % at 10 µM;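 also: 0% = bound tracer without compound and 100% = peptide blocker; higher means less fluorescent Bim peptide bound to Bcl-W beads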
# Bim-Bcl-2 = disrupts Bim peptide binding to human Bcl-2; Bead-based flow cytometry, Bim peptide-Bcl-2 binding; inhibition, % at 10 µM; hit rate 0.06% among 190,000; in the data active = inhibition above about 40%; inconclusive = no clear call, values can overlap the other calls;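 also: 0% = no compound wells with probe peptide and 100% = reference peptide inhibitor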
# Target sequence (P10415 whole entry, looked up): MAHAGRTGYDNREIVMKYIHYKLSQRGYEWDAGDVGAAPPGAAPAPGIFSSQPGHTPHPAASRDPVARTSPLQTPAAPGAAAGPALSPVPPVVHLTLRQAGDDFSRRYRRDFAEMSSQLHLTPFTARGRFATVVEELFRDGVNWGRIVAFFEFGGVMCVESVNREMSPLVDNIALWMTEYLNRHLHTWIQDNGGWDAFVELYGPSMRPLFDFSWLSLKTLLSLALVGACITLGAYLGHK
# Active calls of the source: *; ? = inconclusive; . = not tested or not shown. Rule as the data show it, unless noted: active = inhibition above about 40%. The order is random; about 2.7% have a hit in one of these screens.
SMILES,RGS8-Gao reg,RGS7-Gao reg,Mcl1-Bid inh,Bim-Bcl-B,Mcl1 Noxa PPI,Bim-Bcl-XL,RGS4-Gao reg,Bim-Bfl-1,Bim-Mcl-1,Bim-Bcl-W,Bim-Bcl-2
O=C(c1ccc2c3n(nc2c1)-c1ccc(Cl)cc1CO3)N1CCOCC1,102,?,-50,.,14,.,103,.,.,.,.
C#CCNC(=O)C1=C[C@@H](c2cn(C(C)=O)c3ccccc23)C[C@@H](OCCCCO)O1,105,107,-15,-4,12,-5,99,-5,-2,0,-4
COC(=O)N/N=C/c1cccc(OCCSc2ccc(Cl)cc2)c1,105,103,-4,-8,21,-9,103,-10,0,-4,-7
CCOc1ccc(N(CC(=O)Nc2cc(C)ccc2C)S(=O)(=O)c2c(C)[nH]c(=O)[nH]c2=O)cc1,101,?,-11,.,-20,.,105,.,.,.,.
CC(=O)Oc1ccc(N2C(=O)C3C4C=CC(CO)(O4)C3C2=O)cc1 (centres undefined),86,74,-4,1,25,-1,77,-7,0,0,0
Oc1c(C=Nc2cccnc2)sc2ccccc12,98,101,-76,0,7,0,99,0,-2,2,-1
CCN(CC)C(=S)SCC(=O)Nc1ccc(S(N)(=O)=O)cc1,98,95,-24,-4,14,-5,96,-2,-4,-4,-2
CC(=O)c1c(COC(=O)c2ccc(F)cc2)nc2ccccc2[n+]1[O-],103,?,-8,.,-4,.,103,.,.,.,.
Cc1nnc(C)c2c(C)n(-c3ccccc3N)c(C)c12,105,103,-61,-2,5,-2,100,-4,0,1,-3
O=C(NCc1ccco1)C1CCCN(S(=O)(=O)c2cccc3nonc23)C1 (centres undefined),100,98,-20,-1,13,-2,101,2,-1,-1,-1
CCC(=O)NCc1nc2ccccc2n1Cc1ccccc1F,100,102,-8,-12,1,-5,102,-10,-4,0,-9
CN(C)/C=C/C(=O)c1nn(-c2ccc(F)cc2)ccc1=O,99,?,-18,.,-6,.,97,.,.,.,.
CC(=O)Nn1cnc2c(c1=O)C1(CCCCC1)Cc1ccccc1-2,99,97,-13,-8,1,-3,97,-12,1,2,-8
O=C(CSc1nc2ccc([N+](=O)[O-])cc2[nH]1)c1ccc(Cl)cc1,106,99,-34,-3,26,-3,98,0,-3,0,-2
Nc1nc(SCc2ccc(Cl)cc2Cl)n[nH]1,99,100,17,-7,15,-1,99,-12,14,0,-10
COc1ccccc1NC(=O)CCSc1nnc(-c2ccco2)o1,98,96,-18,-1,5,-1,91,-5,0,-1,-3
COc1cccc(C(=O)N(CN2CCCC2=O)c2cccc(Cl)c2)c1OC,102,93,-18,-6,8,-3,102,-9,-2,1,-8
Cc1cc(Nc2ccc(Cl)cc2)n(-c2ccccc2)n1,100,99,-27,-4,12,-2,100,-1,-3,0,-6
Cc1ccc(/C=C/C(=O)Nc2cccc3ncccc23)o1,88,103,-5,-35,39,1,86,1,-7,-2,-3
CC(C)(C)c1ccc(C(=O)Nc2ccc(F)cc2)s1,101,?,-3,.,19,.,101,.,.,.,.
CCn1c(=O)c2cc(C(=O)Nc3cccc(C(C)=O)c3)sc2c2ccccc21,100,?,0,.,-88,.,101,.,.,.,.
CC(OC(=O)C1CCC(=O)N1)C(=O)Nc1cc(Cl)cc(Cl)c1 (centres undefined),101,100,-12,-3,24,-2,101,-13,-2,-3,-1
CCCSc1nc(N)cc(=O)[nH]1,106,102,-31,0,-8,-1,100,-1,-8,-1,-2
CCOC(=O)c1c(C)[nH]c(C(=O)COC(=O)CNC(=O)c2ccc(Br)cc2)c1C,102,101,-24,-7,-20,-8,99,-14,-3,-7,-9
Cc1ccc(-c2nnc3ccc(SC(C)C(=O)O)nn23)cc1 (centres undefined),90,91,-8,-4,78*,0,90,0,-2,0,0

# Next part
SMILES,RGS8-Gao reg,RGS7-Gao reg,Mcl1-Bid inh,Bim-Bcl-B,Mcl1 Noxa PPI,Bim-Bcl-XL,RGS4-Gao reg,Bim-Bfl-1,Bim-Mcl-1,Bim-Bcl-W,Bim-Bcl-2
O=[N+]([O-])c1cccc(-c2ccc(/C=N/NC(=S)Nc3ccccc3)o2)c1,102,105,-85,-1,-2,-2,105,-4,-2,-2,-3
CC1CCc2c(sc3nc(CSc4ncn[nH]4)[nH]c(=O)c23)C1 (centres undefined),99,99,-3,-2,-2,-3,98,3,-1,0,0
CCC(C)(C)n1nnnc1C(c1ccc2ncccc2c1)N1CCCCCC1 (centres undefined),104,103,-9,-8,2,-13,101,-3,-4,-7,-10
CCOC(=O)c1nc2ccccc2s1,106,103,3,-6,17,-2,103,-10,0,0,-5
CNC(=O)CSc1nnc(SCCC(=O)O)s1,102,93,-17,-5,1,-2,92,0,-3,-2,0
Cc1nn(-c2ccccc2)c2[nH]c(=O)c(CNc3ccc(N4CCOCC4)cc3)cc12,98,97,-23,-5,31,-5,97,-4,2,3,-5
Cc1ccc(Oc2cnn(-c3ccccc3)c(=O)c2Br)cc1,105,?,-27,1,-2,0,107,-2,1,1,-3
CC(NC(=O)C(C)N1C(=O)C2C3CC(C(Br)C3Br)C2C1=O)c1ccccc1 (centres undefined),100,96,-11,-8,22,-6,95,-19,-4,-2,-10
COc1cccc(C(=O)CN2CCC(NC(=O)NC3CCCCC3)CC2)c1,105,98,-19,-9,-2,8,109,-8,-3,0,-4
CC(C)Nc1nc(NC(C)(C)C)nc(Oc2ccc(=O)n(-c3ccccc3)n2)n1,102,103,-8,0,-19,-2,105,-4,-1,-1,-3
O=C(Nc1ccc(O)c2c(=O)cc(-c3ccccc3Cl)oc12)c1ccccc1Cl,100,99,1,-8,0,-1,99,-1,-4,-3,-1
CC1CN(S(=O)(=O)c2ccc(C(=O)Nc3nnc(-c4ccccn4)o3)cc2)CC(C)O1 (centres undefined),12*,-18*,-7,-1,5,0,15*,-4,2,0,0
O=C(Cn1cnc2c(cnn2-c2ccc(F)cc2)c1=O)NCc1ccco1,100,99,-7,-8,13,-8,99,-21,-5,-2,-10
CCC(=O)NC(=S)Nc1ccc(S(=O)(=O)NC(C)C)cc1,98,101,-62,-4,-1,-4,98,-6,0,-2,-5
Cc1nn(C)c(C)c1S(=O)(=O)N1CCC(CO)(Cc2ccc(Cl)cc2)CC1,103,97,-1,0,12,1,100,0,5,4,5
CCOc1cc(N2CCOCC2)c(OCC)cc1NC(=O)c1ccc(NC(C)=O)cc1,102,100,-48,-2,3,-2,98,0,0,1,-3
COc1cc(O)c(C(CC(=O)N2CCCC2)c2ccc(N(C)C)cc2)c(OC)c1 (centres undefined),102,?,-87,.,5,.,99,.,.,.,.
Cc1ccc(NC(=S)N2CCC(N(C)CC3CCCO3)CC2)cc1 (centres undefined),101,100,-35,-8,23,-4,100,-4,-2,-1,-2
CC(=O)c1cccc(NC(=O)Nc2csc3c2CCCC3)c1,100,102,-35,-7,17,-4,99,-8,-3,0,-8
Cc1cc(C)c(N=Cc2c(O)n(-c3nccs3)c(=O)c3ccccc23)c(C)c1,101,96,-7,-14,-8,-16,100,-4,-17,-12,-12
CCCOc1ccc(C(=O)NCC(c2ccco2)N(C)C)cc1 (centres undefined),103,97,-53,-5,12,-9,93,-4,-7,-7,-4
Clc1ccc(OCCCn2ccnc2)c(Br)c1,101,102,20,-3,34,0,104,-2,-2,-3,-2
CCN(CC)CCNC(=O)CSc1c2c(nc3cc(Cl)ccc13)CCCC2,97,97,-3,-2,7,-2,94,-3,-8,-1,0
Cc1ccc(SCc2nc3ccccc3n2CC(=O)Nc2ccc(Cl)cc2)cc1,99,99,-17,1,-6,0,97,-1,0,0,-2
CCOC(=O)C(C)Sc1nc2c(c(=O)[nH]c(=O)n2C)n1CCc1ccccc1 (centres undefined),103,107,-27,-3,-6,-1,103,0,-1,-2,-1
CCSc1nnc(NC(=O)CSc2nc3c(c(=O)n2C)SC(C)C3)s1 (centres undefined),110,121,-4,-8,-1,-2,122,-6,-1,-3,-4
NC(=O)c1ccc(/C=N/O)nc1,101,92,-3,-4,4,0,98,-5,-3,-4,-6
COc1ccc(CCNC(=O)C/C(C)=N/NC(=O)Cc2cccc3ccccc23)cc1OC,99,?,-32,.,-3,.,101,.,.,.,.
O=C(Oc1ccc2ccc(O)cc2c1)C1CCCCC1,91,59,-34,-3,18,2,79,-4,0,0,-1
Cc1cc(C)cc(N(CC(=O)Nc2cccc(C)n2)S(=O)(=O)c2c(C)noc2C)c1,101,99,-10,-12,6,-11,101,-7,-4,-8,-8

# RGS4-Gao reg: what is marked active above
SMILES,RGS8-Gao reg,RGS7-Gao reg,Mcl1-Bid inh,Bim-Bcl-B,Mcl1 Noxa PPI,Bim-Bcl-XL,RGS4-Gao reg,Bim-Bfl-1,Bim-Mcl-1,Bim-Bcl-W,Bim-Bcl-2
CC1CN(S(=O)(=O)c2ccc(C(=O)Nc3nnc(-c4ccccn4)o3)cc2)CC(C)O1 (centres undefined),12*,-18*,-7,-1,5,0,15*,-4,2,0,0

# Gathered by group: the compounds so far containing four or more nitrogen atoms.
SMILES,RGS8-Gao reg,RGS7-Gao reg,Mcl1-Bid inh,Bim-Bcl-B,Mcl1 Noxa PPI,Bim-Bcl-XL,RGS4-Gao reg,Bim-Bfl-1,Bim-Mcl-1,Bim-Bcl-W,Bim-Bcl-2
CCOc1ccc(N(CC(=O)Nc2cc(C)ccc2C)S(=O)(=O)c2c(C)[nH]c(=O)[nH]c2=O)cc1,101,?,-11,.,-20,.,105,.,.,.,.
Cc1nnc(C)c2c(C)n(-c3ccccc3N)c(C)c12,105,103,-61,-2,5,-2,100,-4,0,1,-3
O=C(NCc1ccco1)C1CCCN(S(=O)(=O)c2cccc3nonc23)C1 (centres undefined),100,98,-20,-1,13,-2,101,2,-1,-1,-1
Nc1nc(SCc2ccc(Cl)cc2Cl)n[nH]1,99,100,17,-7,15,-1,99,-12,14,0,-10
Cc1ccc(-c2nnc3ccc(SC(C)C(=O)O)nn23)cc1 (centres undefined),90,91,-8,-4,78*,0,90,0,-2,0,0
O=[N+]([O-])c1cccc(-c2ccc(/C=N/NC(=S)Nc3ccccc3)o2)c1,102,105,-85,-1,-2,-2,105,-4,-2,-2,-3
CC1CCc2c(sc3nc(CSc4ncn[nH]4)[nH]c(=O)c23)C1 (centres undefined),99,99,-3,-2,-2,-3,98,3,-1,0,0
CCC(C)(C)n1nnnc1C(c1ccc2ncccc2c1)N1CCCCCC1 (centres undefined),104,103,-9,-8,2,-13,101,-3,-4,-7,-10
Cc1nn(-c2ccccc2)c2[nH]c(=O)c(CNc3ccc(N4CCOCC4)cc3)cc12,98,97,-23,-5,31,-5,97,-4,2,3,-5
CC(C)Nc1nc(NC(C)(C)C)nc(Oc2ccc(=O)n(-c3ccccc3)n2)n1,102,103,-8,0,-19,-2,105,-4,-1,-1,-3
CC1CN(S(=O)(=O)c2ccc(C(=O)Nc3nnc(-c4ccccn4)o3)cc2)CC(C)O1 (centres undefined),12*,-18*,-7,-1,5,0,15*,-4,2,0,0
O=C(Cn1cnc2c(cnn2-c2ccc(F)cc2)c1=O)NCc1ccco1,100,99,-7,-8,13,-8,99,-21,-5,-2,-10
CCOC(=O)C(C)Sc1nc2c(c(=O)[nH]c(=O)n2C)n1CCc1ccccc1 (centres undefined),103,107,-27,-3,-6,-1,103,0,-1,-2,-1
CCSc1nnc(NC(=O)CSc2nc3c(c(=O)n2C)SC(C)C3)s1 (centres undefined),110,121,-4,-8,-1,-2,122,-6,-1,-3,-4
Cc1cc(C)cc(N(CC(=O)Nc2cccc(C)n2)S(=O)(=O)c2c(C)noc2C)c1,101,99,-10,-12,6,-11,101,-7,-4,-8,-8

# Screens as filed in PubChem BioAssay.
